D1 potentiator: Potentiators of Human D1 Dopamine Receptor: qHTS | HEK293 TREx D1 cells, calcium flux, dopamine EC20 potentiation | potentiation, % at 10 µM | D(1A) dopamine receptor (Homo sapiens), P21728 | 0.036% of 360,000 active | AID 504651, 2011; in the data active = potentiation above about 30%; note: 0% is about no effect
RXFP1 ag: qHTS Assay for Agonists of the Relaxin Receptor RXFP1; Relaxin receptor 1 (Homo sapiens), Q9HBX9; 0.3% of 370,000 active; Potency, µM (highest dose often 57.5 µM), inactives show top-dose activation, actives largely listed as activators; HEK293T-RXFP1 cAMP TR-FRET, 30 min; response scale: percent of porcine relaxin response, buffer zero; note: potency is the fitted concentration of half-maximal effect; % is set by controls: 0 for no effect and ±100 for the full control effect; nearly all actives have a fitted effect of over 60% in size; many of its hits are not listed in these tables
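HEK293 cells stably expressing RXFP1, treated 30 min at 37C with compounds plus PDE4 inhibitor Ro 20174; cAMP measured by HTRF TR-FRET. Normalized to buffer and 29 nM porcine relaxin; EC50 by Hill fit.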
Glioma ERSR ind: qHTS for Inducers of the Endoplasmic Reticulum Stress Response (ERSR) in Human Glioma: qHTS; U87-MG GRP78 promoter luciferase reporter, 16 h; Potency, µM, inactives show top-dose activation, hits mostly activators; 0.02% of 420,000 active; AID 602332, 2012; note: potency is the fitted concentration of half-maximal effect; series mostly up to about 76 µM; % of control where 0% means no effect; nearly all actives have a fitted effect of over 35% in size
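Stably transfected U87-MG human glioma cells carrying a GRP78-based luminescent sensor were seeded at 1000 cells/well, pin-dosed with compounds and incubated 16 h. Luciferase reagent was then added, and end-point luminescence was read after 10 min at room temperature.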
D1 antag: Antagonist of Human D 1 Dopamine Receptor: qHTS; D(1A) dopamine receptor (Homo sapiens), P21728; HEK293 TREx D1 cells, calcium flux, dopamine EC80; active compounds read low; activity change, negative = inhibition, % at 10 µM; 3.2% of 360,000 active; AID 504652, 2011; in the data active = activity change below about -30%; note: % is set by controls: 0 for no effect and ±100 for the full control effect
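Kinetic fluorescence of a calcium dye serves as the read-out. D1-expressing Hek293 Trex cells, induced overnight at 30 C, are exposed to compound for 180 s before an EC80 dopamine addition, then read 180 s further.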
LDHA block: qHTS assay for inhibitors of human lactate dehydrogenase. L-lactate dehydrogenase A chain (Homo sapiens), P00338. purified LDHA, NADH/diaphorase-resazurin fluorescence; active compounds read low. activity change, % (values are at about 110 or 230 µM). 0.15% of 480,000 active; in the data active = activity change below about -30%; inconclusive = mostly about -25% to -30%;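 note: plate controls were DMSO wells for no effect and wells without enzyme for full effect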
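Remaining NADH was detected by diaphorase (0.133 mg/mL) converting 37 µM resazurin to fluorescent resorufin, read at 0 and 20 minutes. The preceding 5-minute room-temperature reaction used 2 nM LDHA, 0.2 mM sodium pyruvate and 0.06 mM NADH at pH 7.4.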
D1 ag: Allosteric Agonists of the Human D1 Dopamine Receptor: qHTS | HEK293 T-REx D1 cells, calcium flux, agonist mode | activation, % at 2 µM | D(1A) dopamine receptor (Homo sapiens), P21728 | 1% of 360,000 active; in the data active = activation above about 30%; note: 0% is about no effect
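Inducible HEK293 T-REx D1 cells, force-coupled to calcium signalling, were plated at 4000 cells/well with tetracycline and held overnight at 30 C. After no-wash calcium dye loading, compound-evoked calcium rise over 180 s flagged agonists.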
Vif-A3F inh: qHTS for Inhibitors of Vif-A3F Interactions: qHTS; Potency, µM (highest dose often 46.1 µM), for inactives: at the highest dose activity, negative = active; 0.2% of 390,000 active; HeLa A3F-eYFP + Vif (tagged APOBEC3F with the HIV-1 protein that degrades it), YFP fluorescence increase; note: potency is the fitted concentration of half-maximal effect; % of control where 0% means no effect; nearly all actives have a fitted effect of over 65% in size
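Fluorescence increase (Ex 488/Em 500-530) after overnight compound treatment at 37 deg C flags inhibition of Vif-driven A3F-eYFP loss in stable HeLa A3F-eYFP/Vif cells seeded overnight beforehand.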
D2 PAM: HTS Assay for Positive Allosteric Modulators of the Human D2 Dopamine Receptor: Primary Screen for Potentiators; HEK293 T-REx D2, calcium flux, EC20 dopamine potentiation; potentiation, % at 10 µM; 0.34% of 340,000 active; AID 485347, 2010;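 active = potentiation over 3 SD above the plate norm, cut at about 30% in these data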; note: 0% is about no effect
Target sequence (P14416 whole entry, looked up): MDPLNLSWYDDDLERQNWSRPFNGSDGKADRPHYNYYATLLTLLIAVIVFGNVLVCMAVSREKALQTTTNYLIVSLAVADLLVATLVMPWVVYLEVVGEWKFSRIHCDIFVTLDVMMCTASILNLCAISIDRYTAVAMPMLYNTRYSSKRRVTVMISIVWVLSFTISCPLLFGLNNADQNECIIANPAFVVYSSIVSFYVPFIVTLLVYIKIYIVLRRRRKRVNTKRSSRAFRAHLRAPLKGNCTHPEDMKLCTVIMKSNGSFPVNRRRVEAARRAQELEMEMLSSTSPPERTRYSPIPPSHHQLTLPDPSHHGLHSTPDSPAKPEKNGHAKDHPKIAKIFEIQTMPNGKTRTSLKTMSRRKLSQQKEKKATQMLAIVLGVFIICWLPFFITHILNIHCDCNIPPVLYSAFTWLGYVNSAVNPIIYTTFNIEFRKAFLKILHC
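Tetracycline-induced Hek293 Trex D2 cells, force-coupled to calcium, loaded with no-wash calcium dye. Compound added with 180 s kinetic read for agonism, then EC20 dopamine and a further 180 s read for potentiation.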
Vif-APOBEC3G blk: qHTS for Inhibitors of Vif-A3G Interactions: qHTS. DNA dC->dU-editing enzyme APOBEC-3G (Homo sapiens), Q9HC16. HeLa A3G-eYFP + Vif (tagged APOBEC3G with the HIV-1 protein that degrades it), YFP fluorescence, overnight. Potency, µM (highest dose often 46.1 µM), for the others: at the top dose activity, negative = active, most hits filed as inhibitors. 0.076% of 410,000 active. AID 602310, 2012;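 note: potency is the fitted concentration of half-maximal effect; % is set by controls: 0 for no effect and ±100 for the full control effect; nearly all actives have a fitted effect of over 60% in size; hits raise eYFP signal because A3G escapes Vif-driven loss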
Target sequence (Q9HC16 whole entry, looked up): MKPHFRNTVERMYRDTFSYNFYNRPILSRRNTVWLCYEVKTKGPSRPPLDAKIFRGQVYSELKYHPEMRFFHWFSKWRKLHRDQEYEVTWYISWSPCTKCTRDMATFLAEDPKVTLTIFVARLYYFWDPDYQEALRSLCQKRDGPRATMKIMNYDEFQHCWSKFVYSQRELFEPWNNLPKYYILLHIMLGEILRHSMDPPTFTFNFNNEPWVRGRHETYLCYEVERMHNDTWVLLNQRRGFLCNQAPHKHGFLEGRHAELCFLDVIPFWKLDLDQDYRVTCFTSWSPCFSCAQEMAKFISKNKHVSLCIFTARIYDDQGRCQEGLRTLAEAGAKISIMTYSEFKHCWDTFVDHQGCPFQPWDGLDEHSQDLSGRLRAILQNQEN
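HeLa cells stably expressing Vif and C-terminally eYFP-tagged A3G, seeded overnight at 37 deg C, then exposed to compound by pintool overnight at 37 deg C. Rise in yellow fluorescence (Ex 488/Em 500-530, Acumen) marks blocked Vif-driven A3G degradation.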
An asterisk follows results filed as active; ? = inconclusive; / = no result given; & = joins results of further samples. Unless noted, calls come from the whole dose curve; as a rule, active = well fitted curve in the direction sought with a large enough effect; inconclusive = small, poorly fitted or top-dose-only effect, or another doubt; inactive = no such curve, though single readings can be large; an effect the other way counts as inactive or inconclusive. An excerpt; count on the stated rates, not on these rows.

SMILES	D1 potentiator	RXFP1 ag	Glioma ERSR ind	D1 antag	LDHA block	D1 ag	Vif-A3F inh	D2 PAM	Vif-APOBEC3G blk
COc1ccc(-c2cnn(-c3ccccc3)c2N)cc1OC	-3	2.1%	2%	-9	0	1	/	-6	3%
COc1ccc(CN(Cc2ccco2)C(=O)c2ccccc2F)cc1	3	-1.7%	-4%	6	3	1	0%	/	1%
CCc1noc(C)c1C(=O)Nc1ccc(F)c(F)c1F	-9	1.0%	-1%	-2	-1	0	2%	8	0%
Cc1c([N+](=O)[O-])ccc(S(=O)(=O)N2CCC(C(N)=O)CC2)c1C	-1	0.7%	-1%	7	1	1	-5%	11	3%
C=CCSc1nnc2nc3c(nn12)c1cc(C)ccc1n3CC=C	0	2.0%	-6%	-2	1	-1	2%	-8	2%
CCN(C(=O)CCS(=O)(=O)c1ccc2c(c1)CCN2C(C)=O)c1cccc(C(F)(F)F)c1	2	1.2%	1%	-2	-1	0	-1%	-3	-3%
CCOC(=O)c1ccccc1OC(=O)Oc1ccccc1C(=O)OCC	/	/	-2%	/	1	/	12%	/	-2%
Cc1ccc(NC(=O)C2CCCN(S(=O)(=O)c3c(C)nn(C)c3C)C2)c(C)c1 (stereo not given)	5	0.0%	0%	-2	0	-1	0%	-3	3%
N[C@@H](Cc1cnc[nH]1)C(=O)Nc1ccc2ccccc2c1	/	/	-3%	/	-12	/	3%	/	-3%
COc1cc(-c2noc(-c3ccc(N4CCOCC4)c([N+](=O)[O-])c3)n2)cc(OC)c1OC	-1	1.4%	-1%	1	-2	7	-5%	-12	0%
CSCCC(NC(=O)COc1ccccc1)C(=O)N(C)Cc1ccc(F)cc1 (stereo not given)	-3	-0.4%	-3%	0	-10	1	0%	1	-3%
C=CCN1C(=O)c2cccc3c(Br)ccc(c23)C1=O	0	?	-3%	11	-14	1	-9%	4	-8%
CC1=C(C(=O)Nc2ccccc2)C(c2ccc(C(=O)O)cc2)n2nc(SCC(=O)c3ccc(C)cc3)nc2N1 (stereo not given)	-3	2.4%	-3%	4	-3	2	1%	12	-2%
CC(C)(C)NC(=O)C(c1cccs1)N(C(=O)C(=O)NC1CCCC1)c1ccccc1F (stereo not given)	3	1.5%	4%	17	-6	3	-11%	5	-6%
CCn1ccc2cc(S(=O)(=O)N3CCC(C(=O)NCCc4ccc(C)cc4)CC3)ccc21	0	-0.4%	-4%	-30	-1	3	-2%	-7	0%
COC(CN(C)C(=O)C1CCC(CNS(=O)(=O)c2ccc(C)cc2)CC1)OC (stereo not given)	-2	1.2%	-3%	1	-2	3	0%	-3	-1%
CC(C)C(NC(=O)CN1C(=O)c2cccc3cccc1c23)C(C)C	3	7.2%	-2%	-18	-2	3	6%	-3	0%
CCOc1ccc(C2=NC(c3ccc(OC)cc3)=Nc3ccc(Cl)cc3N2)cc1	1	-4.0%	0%	1	-8	1	-3%	-3	-4%
CC(=O)c1ccc(S(=O)(=O)N(C)CC(=O)Nc2cc(C)on2)cc1	-2	-1.7%	-2%	-12	-6	6	-4%	15	0%
O=C(O)c1ccccc1-c1ccccc1C(=O)NNc1ccc([N+](=O)[O-])cc1	12	0.5%	-2%	6	0	4	-1%	-5	2%
CCC(C)c1ccc(OCC(=O)Nc2cccc(C(=O)Nc3ccc(C(=O)O)cc3)c2)cc1 (stereo not given)	-8	3.1%	6%	-20	-1	4	-11%	-26	-3%
CCOc1ccccc1-n1c(CNc2ccc(F)cc2)nnc1SCC(=O)NCc1ccco1	5	-2.1%	0%	1	-3	1	0%	0	1%
CCCc1cc2c(OC(=O)CC)c(-c3ccc(C(=O)OCC)o3)c(=O)oc2cc1OC	2	13%	-7%	-25	1	0	3%	20	0%
N#Cc1nc(-c2ccccc2F)oc1NCc1ccccc1	/	4.2%	-2%	-25	2&-9	3	-5%	-2	0%
Cc1snc(SCC(=O)c2ccc(Cl)cc2)c1C#N	-4	2.2%	9%	1	-3	1	-20%	12	-6%
Cc1cc(C)n2c(nc3ccccc32)c1C(=O)NN	-4	6.0%	4%	-5	-8	1	11%	-5	0%
CS(=O)(=O)c1ncc(Cl)c(C(=O)Nc2c(C(=O)c3ccc(Cl)cc3)oc3ccccc23)n1	-3	-0.4%	-2%	18	-2	3	-8%	8	4%
CCN1C(=O)c2ccccc2S(=O)c2ccc(C(=O)N3CCN(C(=O)c4ccco4)CC3)cc21 (stereo not given)	2	0.5%	-5%	-1	-4	1	3%	15	0%
Cc1cccc(N2C(=O)c3cccc4c(N5CCCCC5)c([N+](=O)[O-])cc(c34)C2=O)c1C	1	0.2%	-5%	-6	-1	4	14%	4	-2%
CCOC(=O)/C=c1\s/c(=C\c2ccc3cc(OC)ccc3c2)c(=O)n1CC(=O)NCc1ccc2c(c1)OCO2	-9	-0.5%	-5%	-19	-3	3	-3%	-4	2%
CC(C)CNc1ncnc2c1nnn2C	2	14%	-1%	/	-9	1	-4%	-2	-4%
Cc1ccccc1NC(=O)N1CCCC(c2nc(-c3ccc(C(C)C)cc3)no2)C1 (stereo not given)	7	2.1%	-3%	13	7	3	0%	-5	-3%
N#Cc1cc(-c2ccccc2)nn1-c1ccccc1	-2	4.0%	0%	2	17	0	-5%	/	0%
CCN(CC)c1ccc2c(Nc3ccccc3)c(C=O)c(=O)oc2c1	-1	4.0%	1%	0	-7	2	-1%	4	-2%
O=C(/C=C/c1ccco1)Nc1nnc(-c2ccco2)s1	-1	-1.3%	1%	-9	-5	0	-16%	-22	-23%
O=C(Cn1cc(C(=O)c2ccco2)c2ccccc21)Nc1ccc(Br)cc1	5	6.3%	-6%	-5	4	2	-8%	-4	-2%
CCc1ccc(OCCSc2nc3ccccc3n2CCC(=O)O)cc1	-2	0.2%	-5%	17	-6	5	-5%	-2	1%
CC(=O)Nc1ccc(N/C=C(\C#N)S(=O)(=O)c2ccc(Cl)cc2)cc1	-1	-0.2%	-5%	-8	-11	2	-4%	2	3%
CC(C)C[C@H](NC(=O)Nc1ccc(S(N)(=O)=O)cc1)C(=O)O	-2	0.0%	-2%	-5	-10	5	-8%	9	-4%
Cc1ccc(C(=O)Nc2nnc(SCC(=O)N3CCCc4ccccc43)s2)cc1	-2	0.5%	-12%	-3	-10	2	-3%	3	-5%
COc1ccc2nccnc2c1[N+](=O)[O-]	0	6.7%	-4%	-2	2	1	9%	-2	-10%
CSc1ccccc1NC(=O)CN(C)C(=O)Cc1c[nH]c2ccccc12	-5	-0.6%	-1%	-22	-2	0	4%	-3	0%
CN(Cc1cccc(F)c1)C(=O)c1ccc(S(=O)(=O)N2CCCCCC2)cc1	/	/	-1%	/	4	/	-7%	/	1%
C[C@H](CCC(=O)OCc1cn(CC(=O)c2ccc(O)cc2)nn1)C1CC[C@H]2[C@@H]3CC[C@@H]4C[C@H](O)CC[C@]4(C)[C@H]3C[C@H](O)[C@]12C (stereo not given in full)	/	/	-3%	/	0	/	-11%	/	0%
Cn1c(C(=O)Nc2ccc(Cl)cc2)cc2cc(Cl)ccc21	-5	?	-1%	0	2	3	0%	5	-2%
CC(C)=C1C2CCC1C1C(=O)N(NC(=O)COc3ccc(Cl)c(C)c3)C(=O)C21 (stereo not given)	-8	-0.3%	-5%	3	-3	0	1%	-3	2%
COCCCn1c(=O)c2sccc2n(Cc2cccc(F)c2)c1=O	-3	1.4%	-3%	-36*	3	3	9%	-7	-5%

Shown in CSV form: entries from further up
SMILES,D1 potentiator,RXFP1 ag,Glioma ERSR ind,D1 antag,LDHA block,D1 ag,Vif-A3F inh,D2 PAM,Vif-APOBEC3G blk
CCc1ccc(OCCSc2nc3ccccc3n2CCC(=O)O)cc1,-2,0.2%,-5%,17,-6,5,-5%,-2,1%
CC(=O)Nc1ccc(N/C=C(\C#N)S(=O)(=O)c2ccc(Cl)cc2)cc1,-1,-0.2%,-5%,-8,-11,2,-4%,2,3%
CC(C)C[C@H](NC(=O)Nc1ccc(S(N)(=O)=O)cc1)C(=O)O,-2,0.0%,-2%,-5,-10,5,-8%,9,-4%
Cc1ccc(C(=O)Nc2nnc(SCC(=O)N3CCCc4ccccc43)s2)cc1,-2,0.5%,-12%,-3,-10,2,-3%,3,-5%
COc1ccc2nccnc2c1[N+](=O)[O-],0,6.7%,-4%,-2,2,1,9%,-2,-10%
CSc1ccccc1NC(=O)CN(C)C(=O)Cc1c[nH]c2ccccc12,-5,-0.6%,-1%,-22,-2,0,4%,-3,0%
CN(Cc1cccc(F)c1)C(=O)c1ccc(S(=O)(=O)N2CCCCCC2)cc1,/,/,-1%,/,4,/,-7%,/,1%
C[C@H](CCC(=O)OCc1cn(CC(=O)c2ccc(O)cc2)nn1)C1CC[C@H]2[C@@H]3CC[C@@H]4C[C@H](O)CC[C@]4(C)[C@H]3C[C@H](O)[C@]12C (stereo not given in full),/,/,-3%,/,0,/,-11%,/,0%

Assay outcomes (PubChem)
